Screening data: PubChem, several laboratories
RmlCD inh mix: mixture blocks RmlC and RmlD coupled enzyme activity | inhibition, % at 5.5 µM | hit rate 0.39% among 110,000 | RmlC/RmlD coupled enzyme inhibition, 384-well mixture HTS; in the data active means inhibition above about 30%, passing the limit was not always enough; inconclusive means no clear call, values can overlap the other calls; further: strong numbers were not always called active
HIV RNase H inh: blocks HIV-1 RNase H cleavage of RNA/DNA duplex; P04585; RT-RNase H RNA/DNA duplex cleavage, fluorescence; inhibition, % at 10 µM; hit rate 1.9% among 65,000; AID 565; in the data active means inhibition above about 50%
* marks the source's active call; other numbers are inactive results; u = inconclusive; x = no result given.

SMILES	RmlCD inh mix	HIV RNase H inh
COc1ccc(C2CC(c3ccccc3)Nc3nc(NC(=O)c4ccco4)nn32)cc1 (centres undefined)	16.9	16.8
COc1cccc2c1OC1(C)CC2N(C(=O)c2ccco2)C(=S)N1c1ccc(F)cc1 (centres undefined)	-1.7	x
C/C(=N/Nc1nc(C)cc(-c2ccccc2)n1)c1ccco1	-12.1	x
O=C(c1cccnc1)N(Cc1ccccc1)c1ccccc1	-9.0	-7.7
COCCn1c(SCc2cnc(-c3ccccc3)s2)nnc1-c1ccncc1	2.7	-24.7
COc1cccc(NC(=O)CN(c2cccc(F)c2)S(C)(=O)=O)c1	8.5	6.3
CCOC(=O)C(O)(c1ccc(N(CC)C(=O)OC)cc1)C(F)(F)F (centres undefined)	-0.9	-7.6
Cc1cccc(OCC(=O)O/N=C(\N)c2ccc(Cl)cc2)c1	29.9	x
CSc1nnc(C)c(=O)[nH]1	-11.8	-8.4
Cc1n[nH]c(C)c1S(=O)(=O)Nc1ccc2c(c1)OCCO2	4.2	-1.3
CCOCCCNC(=O)CC1Oc2ccc(C)cc2NC1=O (centres undefined)	-5.9	-6.4
Cc1ccnc(NC(=O)CCCOc2cc(=O)n(C)c3ccccc23)c1	-5.9	-26.3
O=C(Cn1c(=O)n(CCCC(=O)NC2CCCC2)c(=O)c2ccccc21)NCCC1=CCCCC1	-7.6	20.2
Cc1ccc(SCC(=O)NCc2cccnc2)cc1	-10.2	x
CC(=O)Nc1cccc(-c2csc(Nc3cc(C)ccn3)n2)c1	3.6	x
COc1cccc(-n2nnc3c(=O)n(Cc4ccc(Br)cc4)cnc32)c1	3.6	2.6
CCCSc1nnc(NC(=O)c2nc(SC)ncc2Cl)s1	-8.7	x
Cc1cccc(NC(=S)NC(=O)CCc2ccccc2)c1C	-8.1	x
CCOC(=O)Nc1ccc(NC(=O)OCC)cc1	-3.4	x
O=C(NCCCNc1ccc(C(F)(F)F)cc1[N+](=O)[O-])c1ccc(Cl)cc1	-10.7	x
COCCOC(=O)C1=C(C)NC(C)=C(C(=O)OC(C)C)C1c1cccc([N+](=O)[O-])c1 (centres undefined)	11.1	0.3
Cc1cc(NS(=O)(=O)c2cccs2)no1	6.3	-3.5
COC(=O)c1cc2oc3ccccc3c2n1Cc1ccccn1	-9.3	-63.6
CCOc1cccc(C2c3c(oc4ccccc4c3=O)C(=O)N2c2ccccn2)c1 (centres undefined)	x	49.0

Among those listed so far, these contain a CF3 group.
SMILES	RmlCD inh mix	HIV RNase H inh
CCOC(=O)C(O)(c1ccc(N(CC)C(=O)OC)cc1)C(F)(F)F (centres undefined)	-0.9	-7.6
O=C(NCCCNc1ccc(C(F)(F)F)cc1[N+](=O)[O-])c1ccc(Cl)cc1	-10.7	x

Further records:
SMILES	RmlCD inh mix	HIV RNase H inh
CCOc1ccccc1-n1c(SCC(=O)N2CCOCC2)nnc1-c1ccccn1	3.4	-0.2
CCOC(=O)C(CC)Sc1nc2c(cnn2-c2ccccc2)c(=O)[nH]1 (centres undefined)	-8.3	-35.2
COc1cc(OC)cc(-n2c3nc4ccccc4nc3c3c(=O)n(CC4CCCO4)cnc32)c1 (centres undefined)	-10.4	5.2
O=C1NC2NC(=O)N(C(Cc3ccccc3)C(=O)O)C2N1 (centres undefined)	6.8	1.5
Clc1cccc(CNc2nnnn2-c2ccccc2)c1	-12.4	x
CCOc1cc(S(=O)(=O)NC2CCCCCC2)ccc1F	-3.6	-7.0
Clc1ccc(OCCn2cnc3ccccc32)cc1	-10.7	-28.5
COc1cccc(N(CC(=O)N2CCc3ccccc3C2)S(C)(=O)=O)c1	5.4	x
Cn1c(/N=C/c2cccs2)nc2ccccc21	-17.6	-13.3
CC(=O)Nc1nnc(SCC(=O)NCCOc2ccccc2)s1	3.2	-0.5
C[C@H]1OC[C@@H](C[N+](C)(C)C)O1	-15.1	-1.3
O=C1CC(c2ccccc2)Cc2nc(NCc3ccco3)ncc21 (centres undefined)	x	-23.2
CCCCCCCCCCCCC(=O)CCCCC(=O)O	-14.9	x
O=C(NCCCN1CCOCC1)[C@@H]1CSC2c3ccccc3C(=O)N21 (some centres undefined)	4.1	-3.9
O=C(NCC(c1cccnc1)N1CCOCC1)c1ccc2c(c1)OCO2 (centres undefined)	-8.5	3.8
O=C1CC(c2ccco2)CC2=C1C1c3ccccc3C(=O)N1c1ccccc1N2 (centres undefined)	-6.8	-6.2
O=C(CCCCCN1C(=O)c2ccccc2C1=O)Nc1ccccc1	7.5	x
Cc1ccc(/C=N/n2c(C)n[nH]c2=S)o1	6.6	x
C=CCn1c(Oc2ccc(C(=O)OC)cc2)nc2c1c(=O)n(C)c(=O)n2C	5.9	x
COc1cc2c(c(OC)c1CC=C(C)C)C[C@H](c1ccc(O)cc1O)CO2	-12.4	x
O=C(C1=C[C@@H](c2ccc3c(c2)OCO3)C[C@@H](OCCCCO)O1)N1CCN(Cc2ccc3c(c2)OCO3)CC1	7.6	x
Cc1ccc(OCc2ccc(C(=O)Nc3nccs3)o2)cc1C	-12.3	x
CCN1CCN(C(c2cccs2)C(C)NC(=O)c2ccccc2)CC1 (centres undefined)	-10.6	43.5
Cc1csc2ncc(C(=O)N3c4ccccc4CC3C)c(=O)n12 (centres undefined)	-8.1	x
COc1ccc(Cc2nc(N)nc(N)n2)cc1	11.2	x
CC(C)CC1NC(=S)N(C2CCCCC2)C1=O (centres undefined)	-7.9	x
CCOC(=O)c1cccnc1SCC(=O)NC(C)CC (centres undefined)	-1.6	-17.5
FC(F)(F)c1cccc(Cn2nnnc2-c2cccc(C(F)(F)F)c2)c1	-19.0	x
C#CCOCCOCCOCCNc1nc(N2CCN(C(=O)[C@H]([C@@H](C)CC)n3cc([C@@H](N)CO)nn3)CC2)nc(N2CCN(C(=O)[C@H](CCCCN)n3cc([C@@H](N)CC(C)C)nn3)CC2)n1	9.1	x
CC(C)(C)c1nnc2sc(SCCN3C(=O)c4ccccc4C3=O)nn2c1=O	22.4	3.0
CCCCCNC(CC(=O)Nc1ccc(OC)cc1)C(=O)O (centres undefined)	x	-3.4
Cc1cccn2c(/C=N/OCc3cccc(F)c3)c(-c3ccc(Cl)cc3)nc12	-19.0	x
Cc1occc1-c1nnc(SCC(=O)NCCc2ccccc2)n1C(C)c1ccccc1 (centres undefined)	-0.1	3.8
Cc1ccc(C(=O)NNC(=O)OC(C)(C)C)c(Cl)c1	-1.2	x
O=C(NCc1ccccc1)N(Cc1nc2ccccc2c(=O)[nH]1)C1CCCC1	-0.6	-7.2
CC(C)(O)C#Cc1ccc(C(=O)N2CCN(C(=O)c3ccco3)CC2)cc1	-19.3	-4.6

Whole records as entered above:
Entry for Clc1ccc(OCCn2cnc3ccccc32)cc1 : RmlCD inh mix = -10.7; HIV RNase H inh = -28.5
Entry for COc1cccc(-n2nnc3c(=O)n(Cc4ccc(Br)cc4)cnc32)c1 : RmlCD inh mix = 3.6; HIV RNase H inh = 2.6

Further results:
SMILES	RmlCD inh mix	HIV RNase H inh
Cc1cc(NC(=O)CCC2COc3ccccc3O2)no1 (centres undefined)	-4.4	-5.1
CCOC(=O)C1=C(CSc2n[nH]c(N)n2)NC(=O)NC1C (centres undefined)	5.6	-1.8
Cc1cc(=O)oc(C)c1C(=O)NCC1CCCO1 (centres undefined)	14.9	-6.0
Cc1ccccc1OCC(=O)Nc1sc(C(=O)Nc2cccc(C)c2C)c(C)c1C#N	10.3	x
CN1CCN(S(=O)(=O)c2ccc3c(c2)NC(=O)C2CCCN32)CC1 (centres undefined)	7.8	x
CCS(=O)(=O)N1CCCC(C(=O)N2CCc3ccccc3C2)C1 (centres undefined)	x	-8.2
COC(=O)C(O)(CC(=O)Nc1cccc(SC)c1)C(F)(F)F (centres undefined)	-13.7	3.3
Cc1ccc(S(=O)(=O)Nc2nonc2C)cc1	x	-1.3
CO/N=C(/CS(=O)(=O)c1ccc(C)cc1)c1ccc(OC)cc1	-14.7	x
Cc1cc(C)n(-c2nc3ccccc3nc2N2CCOCC2)n1	x	-14.7
Nc1ncn(C(=O)c2ccco2)n1	-8.2	0.5
CCOC(=O)c1c(-c2cccs2)csc1NC(=O)CCCC(=O)O	5.8	-16.4
CC(C)(C)c1ccc(OCC(O)CSc2ncn[nH]2)cc1 (centres undefined)	6.6	x
COCCSc1ccccc1C(=O)Nc1nncs1	-3.7	18.4
Cc1c(-c2cccs2)[n+](=O)c2c(n1[O-])CCCC2	-66.2	-9.9
O=C(c1ccc(Cn2cc(Br)cn2)o1)N1N=C(C(F)F)CC1(O)C(F)F (centres undefined)	9.0	x
O=[N+]([O-])c1ccc(C2C3C(c4ccccc4)=NC4(CCCCC4)N32)cc1 (centres undefined)	-8.3	x
Cc1ccc(C2CC(c3ccco3)n3nc(N)nc3N2)cc1 (centres undefined)	-5.2	6.5
COc1ccc(CNC(=O)c2c(O)c3cccc4c3n(c2=O)CCC4)cc1OC	-12.8	-47.3
COc1cc(OC)cc(C(=O)OCc2cc3ccccc3[nH]c2=O)c1	x	7.5
COC(=O)c1ccccc1NC(=O)C(CCS(C)(=O)=O)NC(C)=O (centres undefined)	0.7	-6.3
C/C(N)=C(/C#N)C(=O)CSc1nc2cc(Cl)ccc2s1	6.3	-12.1
COc1ccc(C(=O)c2oc3ccc(OC)cc3c2N)cc1	-8.6	-19.5
COCC(=O)N(Cc1cc2ccccc2[nH]c1=O)c1ccccc1OC	9.0	-2.5

Single entries from above:
Cc1ccc(C2CC(c3ccco3)n3nc(N)nc3N2)cc1 (centres undefined) – RmlCD inh mix = -5.2
CC(C)(C)c1ccc(OCC(O)CSc2ncn[nH]2)cc1 (centres undefined) – RmlCD inh mix = 6.6
Cc1c(-c2cccs2)[n+](=O)c2c(n1[O-])CCCC2 – HIV RNase H inh = -9.9
COc1ccc(C(=O)c2oc3ccc(OC)cc3c2N)cc1 – RmlCD inh mix = -8.6

The list continues.
SMILES	RmlCD inh mix	HIV RNase H inh
COc1cc(C2c3c(oc4cc(C)c(C)cc4c3=O)C(=O)N2c2cc(C)ccn2)ccc1O (centres undefined)	5.7	21.1
COc1ccc(CN(CCCN2CCOCC2)C(=O)Nc2ccccc2)cc1OC	3.2	-0.1
COc1cccc(/C=N/c2oc(-c3ccccc3)cc2C#N)c1O	-8.2	x
Cc1ccc(Cn2c(SCCN3CCCCC3)nc3c2c(=O)n(C)c(=O)n3C)cc1	u	0.8
CC1Cc2ccccc2N1CC(=O)Nc1ccc2c(c1)OC(F)(F)O2 (centres undefined)	-4.0	x
CCCn1c(N2CCC(Cc3ccccc3)CC2)nc2c1c(=O)[nH]c(=O)n2C	14.7	-17.8
CCN(CC)Cc1csc(C(N)=O)c1	0.6	-4.4
CCOc1ccccc1NC(=O)CCc1ccc(C)o1	-0.4	-22.2
O=C(c1cc2cc(Cl)ccc2oc1=O)N1CCOCC1	-13.3	1.5
CCOc1ccc2nc(NC(=O)C3CCN(c4cnccn4)CC3)sc2c1	-20.3	-0.1
Cc1cc(=O)[nH]c(/N=C(\N)Nc2cccc3ccccc23)n1	3.6	2.0
O=C(NCCCn1ccnc1)C1c2ccccc2Oc2ccccc21	13.2	-13.9
COC(=O)c1sc(S(=O)(=O)NCc2ccccc2)c(C(=O)OC)c1C	4.7	x
Cc1cc(C)c2c(N)c(C(=O)NCC3CCCCC3)sc2n1	-131.6	x
Cc1ccc(CNC(=O)c2ccc3c(=O)c(O)c(-c4ccc(C)cc4)[nH]c3c2)cc1	3.3	x
Cc1cc(-c2nnc3n2N=C(c2ccc(-c4ccccc4)cc2)CS3)n[nH]1	-7.7	-4.1
CC(C)c1nnc(NC(=O)C2c3ccccc3Oc3ccccc32)s1	8.7	x
Cc1ccc(C(=O)O/N=C(\N)c2cccc([N+](=O)[O-])c2)cc1	9.6	x
COC(=O)c1c(CSc2cccc(C)c2)noc1C(=O)NCc1ccco1	-10.5	x
O=C1c2ccccc2C(=O)C1c1ccccc1	7.1	x
CC1C(=O)CC(c2ccco2)NC1c1ccco1 (centres undefined)	-7.4	x
COc1ccccc1-c1n[nH]c(=S)o1	-11.5	-4.1
CC(C)COc1ccc(C(=O)N(Cc2ccco2)C2CCS(=O)(=O)C2)cc1 (centres undefined)	-10.5	-2.2
Brc1cccc(-c2nnc3sc(CNC4CCCC4)cn23)c1	-7.3	-21.2
CCOC(=O)c1c(C2COc3ccccc3O2)csc1NC(=O)c1ccco1 (centres undefined)	-33.3	96.7*
O=C(CCS(=O)(=O)Cc1ccccc1)N1CCN(c2ccccc2)CC1	63.9	x
O=C(CSc1nnnn1-c1ccccc1)N1CCCc2ccccc21	-15.7	x
O=C(CSc1nnc(-c2ccncc2)n1Cc1ccco1)Nc1nc(-c2ccccc2)cs1	-11.0	x
COC(=O)Nc1ccc(S(=O)(=O)N2c3ccccc3CCC2C)cc1 (centres undefined)	-16.5	-7.1
O=C(NC1CCCC1)c1cccc(S(=O)(=O)N2CCCCC2)c1	-6.9	0.4
O=S1(=O)CC2(N3CCOCC3)CCCCCCC21 (centres undefined)	4.9	49.1
Cc1ccc(-c2nc(C(=O)NC3CCCCCC3)no2)cc1	-1.9	4.4
C=CCNC(=O)c1snnc1-c1ccccc1	-9.6	x
c1ccc(-c2cnc(CSc3nnc4ccccn34)o2)cc1	14.0	-12.0
CC1(C)N=C(SCC(=O)Nc2ccc(Cl)cc2Cl)C(c2ccccc2)=N1	1.1	x
Cc1c(C(=O)Nc2ccc(Cl)cn2)oc2ccccc12	-9.9	5.3
O=C(Nc1ccc2ccccc2c1)Nc1ccc2snnc2c1	-13.8	x
COc1cccc(C(=O)N2CCN(CCCc3ccccc3)CC2)c1OC	-7.9	3.7
CC(C)(C)C(=O)c1sc2nc(-c3cccs3)cc(C(F)(F)F)c2c1N	-1.0	x
N#Cc1cc(-c2ccccc2)nnc1Sc1ccc(Cl)cc1	11.2	x
O=C(O)c1cc2nc(-c3ccccc3)cc(C(F)(F)F)n2n1	6.6	-8.1
N#Cc1c(-n2ccnc2)cccc1-n1ccnc1	9.6	x
O=C(CSc1ncnc2c1oc1ccccc12)Nc1ccccc1F	4.1	19.4
Cc1cc(C)nc(Nc2ncc(O)n2-c2ccc(C)c(C)c2)n1	-10.6	x

A portion of the library; count on the stated rates, not on these rows.
